PvdQ inh – P. aeruginosa PvdQ acylase inhibition; purified PvdQ acylase, fluorescence plate reader; inhibition, % at 10 µM; 0.063% of 340,000 active; AID 488965; in the data active = inhibition above about 30%, passing the limit was not always enough;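 also: 0% = vehicle neutral wells and 100% = reference inhibitor wells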
DAGLB inh – blocks human DAGLB lipase activity; AID 504411; 0.059% of 340,000 active; inhibition, % at 5.17 µM; HEK293T DAGLB membrane lysate, EnzChek fluorogenic substrate; in the data active = inhibition above about 34%;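 also: 0% = enzyme with vehicle and 100% = wells lacking enzyme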
LANA DNA inh – blocks KSHV LANA C-terminal domain binding to DNA; inhibition, % at 9 µM; MBP-C-LANA/FAM-LBS DNA binding, fluorescence polarization; AID 504423; 0.078% of 340,000 active;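 active = highest replicate inhibition at or above 60% at 9 µM, even if other replicates fall short; inactive = all replicates below 60% inhibition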;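 also: 0% = neutral control wells and 100% = 4 µM acridine orange control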
SR-BI uptake up – activators of SR-BI mediated HDL lipid uptake; activation, % at 12.5 µM; 0.096% of 320,000 active; CHO ldlA[mSR-BI] cells, DiI-HDL uptake fluorescence, 3 h; 100 = double the neutral-control signal; AID 504775;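 active = mean replicate activation of at least 60% and every replicate at or above 60%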;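 also: 0% = median plate neutral-control signal and 100% = twice that signal; values of inactives mirror those of a sister screen read the other way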
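Material: SR-BI-overexpressing, LDLR-lacking CHO cells; schedule: compound exposure 3 h, 37 °C; reagent: DiI-labelled HDL at 10 µg/mL final; technique: bottom-read fluorescence, 550/595 nm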
Arr AP2 block – inhibitors of human beta-arrestin and AP2 interaction. FITC-arrestin peptide / GST-AP2 beads, flow cytometry; AP2 beta2 appendage carries R879A mutation. inhibition, % at 10 µM. 0.31% of 340,000 active. AID 504490;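 active = inhibition above a set limit, near 3 SD of compounds lacking own fluorescence, cut at about 54% in these data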;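 also: plate controls were DMSO wells for no effect and 5 µM unlabelled arrestin peptide for full effect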
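System: GST-tagged AP2 beta2-adaptin appendage (R879A) on 4 µm glutathione beads / Reagent: FITC-arrestin peptide, 50 nM / Detection: HyperCyt-sampled flow cytometry, FL1 channel, ex 488/em 535 nm / Timing: 12 min plus 1 h, RT / Buffer or medium: PBS plus Tween 20 (0.05%) and BSA (0.1%)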
NSD2 inh – inhibitors of human histone methyltransferase NSD2; AID 743445; NSD2 peptide methylation, AlphaScreen, 120 min; O96028; 0.54% of 310,000 active; inhibition, % at 12.5 µM; in the data active = inhibition above about 50%
PKA-R2B act – activators of human PKA-R2B complex. PKA-R2B holoenzyme dissociation, Cy5-IP20 fluorescence polarization; R2B truncated from residue 108, S112A mutant; 0% DMSO only, 100% 113 µM cGMP. activation, % at 11.4 µM. AID 504700. 0.079% of 340,000 active. P22694+P31323;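 active = activation above a cutoff set at the mean over all compounds plus 3 SD, cut at about 18% in these data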;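 also: higher means more holoenzyme dissociation and a rise in polarization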
Target sequence (P31323 whole entry, looked up, other chains not shown, the tested form may be a part): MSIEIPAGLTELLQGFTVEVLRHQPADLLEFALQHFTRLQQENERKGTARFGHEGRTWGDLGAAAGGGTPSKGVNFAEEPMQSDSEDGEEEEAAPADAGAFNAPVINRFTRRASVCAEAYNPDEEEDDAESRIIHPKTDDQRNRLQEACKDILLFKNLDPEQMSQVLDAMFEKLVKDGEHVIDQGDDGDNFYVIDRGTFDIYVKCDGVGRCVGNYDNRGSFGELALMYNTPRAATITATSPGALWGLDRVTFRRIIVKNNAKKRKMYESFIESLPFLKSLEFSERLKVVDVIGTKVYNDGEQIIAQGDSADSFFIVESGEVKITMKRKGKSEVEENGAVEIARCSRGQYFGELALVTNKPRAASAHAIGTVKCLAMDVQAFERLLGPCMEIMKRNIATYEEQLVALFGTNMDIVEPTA
Cardiac RTF inh – cardiac RTF calcium desensitization | P19429+P45379 | IANBD-labeled cardiac RTF, Ca2+ fluorescence | inhibition, % at 7.15 µM | 0.12% of 340,000 active;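 active = inhibition above the mean inhibition of all tested compounds plus 3 SD, cut at about 17% in these data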;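 also: assay run at fixed EC70 calcium of 1.6 mM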
SR-BI HDL uptake – blocks mouse SR-BI lipid uptake from DiI-HDL | Q61009 | ldlA[mSR-BI] CHO cells, DiI-HDL uptake fluorescence, 3 h | inhibition, % at 12.5 µM | 0.96% of 320,000 active | AID 488896;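 active = mean replicate inhibition of at least 70% and a set share of replicates each scoring 70 or more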;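 also: 0% = median of neutral control wells and 100% = median of positive control wells; values of inactives mirror those of a sister screen read the other way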
Keap1-Nrf2 PPI – disrupts human Keap1 binding to Nrf2 peptide; Q14145; Keap1 Kelch-Nrf2 peptide fluorescence polarization, 1536-well; inhibition, % at 9.4 µM; 0.15% of 340,000 active; AID 504523; in the data active = inhibition above about 12%;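 also: human Keap1 Kelch domain with fluorescein labeled Nrf2 9mer peptide probe; 0% = neutral control wells and 100% = peptide positive control; higher means more block of Keap1 binding to Nrf2 peptide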
Target sequence (Q14145 whole entry, looked up, the tested form may be a part): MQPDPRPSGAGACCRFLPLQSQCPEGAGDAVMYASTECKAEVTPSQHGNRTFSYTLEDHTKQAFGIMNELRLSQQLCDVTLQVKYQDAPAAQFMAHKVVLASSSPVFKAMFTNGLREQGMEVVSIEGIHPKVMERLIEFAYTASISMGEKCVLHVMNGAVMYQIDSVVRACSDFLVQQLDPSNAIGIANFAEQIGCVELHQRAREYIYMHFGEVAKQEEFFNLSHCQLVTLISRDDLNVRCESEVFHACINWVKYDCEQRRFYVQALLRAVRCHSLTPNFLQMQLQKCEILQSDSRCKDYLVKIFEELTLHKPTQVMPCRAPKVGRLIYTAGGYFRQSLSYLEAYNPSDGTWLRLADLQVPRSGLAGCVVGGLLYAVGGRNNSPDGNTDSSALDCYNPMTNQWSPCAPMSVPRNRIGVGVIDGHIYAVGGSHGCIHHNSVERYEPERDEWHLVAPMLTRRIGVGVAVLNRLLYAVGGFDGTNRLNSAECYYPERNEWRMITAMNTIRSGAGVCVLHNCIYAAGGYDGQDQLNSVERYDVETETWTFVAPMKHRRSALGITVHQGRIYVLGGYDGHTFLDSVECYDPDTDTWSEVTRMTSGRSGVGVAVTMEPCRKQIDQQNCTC
Numbers without * were called inactive; . = not tested or not shown.

SMILES | PvdQ inh | DAGLB inh | LANA DNA inh | SR-BI uptake up | Arr AP2 block | NSD2 inh | PKA-R2B act | Cardiac RTF inh | SR-BI HDL uptake | Keap1-Nrf2 PPI
CC(=O)Nc1ccc(S(=O)(=O)NC2CC3CCC2C3)cc1 (stereo not drawn) | 2 | -3 | -0.2 | 20 | 5 | -2 | -1 | 1 | -20 | -2
Cc1ccn(CCC(=O)Nc2ccc3c(c2)OCO3)n1 | 5 | 1 | 1.1 | . | -13 | 2 | -8 | 2 | -18 | 0
COc1ccc(-c2nn3c(-c4ccccc4)nnc3s2)cc1 | -6 | -4 | 0.5 | -20 | 18 | -2 | -1 | -5 | 20 | 4
O=C(CN1CCN(S(=O)(=O)c2ccc(F)cc2)CC1)Nc1ccc(F)cc1F | -6 | -1 | 1.0 | 48 | 21 | 3 | -7 | -22 | -48 | -1
Cc1c(Cl)cccc1NS(=O)(=O)c1c(C(=O)N2CCOCC2)c(C)n(C)c1C | 7 | 0 | -0.8 | 2 | 4 | 1 | 0 | -4 | -2 | -1
COc1cc(-c2nc3cnccn3c2Nc2ccc(C)cc2)ccc1O | -3 | 1 | 0.5 | -22 | -6 | -2 | -5 | -4 | 22 | -2
Cc1cc(C)c2c(c1)c(C)cc1nnc(SCC(=O)NCc3ccco3)n12 | -2 | 1 | -0.3 | -7 | -4 | 4 | 12 | -3 | 7 | -4
O=S(=O)(NCCN1CCOCC1)c1cc(Cl)ccc1Cl | -15 | 2 | -0.7 | 5 | 2 | -2 | 4 | -5 | -5 | -5
COc1ccc(NC(=O)Nc2ccccc2OC)cc1 | 3 | 1 | 0.3 | -16 | 8 | 2 | -11 | 6 | 16 | -1
NC(=O)C1CCCN(S(=O)(=O)c2ccc3ccccc3c2)C1 (stereo not drawn) | -11 | 2 | -0.1 | 22 | 9 | 0 | -2 | -4 | -22 | -1
O=C(c1ccc([N+](=O)[O-])cc1)N1CCc2ccccc2C1 | -12 | -2 | -0.3 | 25 | 3 | 1 | -3 | -8 | -25 | 7
O=C(NC1CCCC1)C1CCCN(S(=O)(=O)c2ccc(-n3cnnn3)cc2)C1 (stereo not drawn) | -16 | -2 | -0.4 | 15 | 1 | 0 | -1 | 4 | -15 | 0
COc1ccc(/C(O)=C2\C(=O)C(=O)N(Cc3ccco3)C2c2ccc(OC)cc2OC)cc1 (stereo not drawn) | 12 | -2 | 1.9 | -2 | 13 | 4 | -17 | 4 | 2 | -2
COc1ccc(Nc2nccc(-c3cccc(N)c3)n2)cc1 | 2 | -1 | 0.0 | 7 | 0 | 17 | -2 | 3 | -7 | 4
O=C(O)/C=C\C(=O)NCc1cccnc1 | 2 | -3 | 1.1 | -21 | 14 | 1 | -1 | 1 | 21 | 5
CCN1CCCC1CNS(=O)(=O)c1ccc(Br)cc1 (stereo not drawn) | -11 | 0 | 1.2 | 3 | -7 | 4 | -4 | 0 | -3 | 3
C=CCS(=O)(=O)N1CCCC(Cc2ccccc2C)(C(=O)OCC)C1 (stereo not drawn) | -16 | -3 | -0.5 | -26 | -1 | -1 | -12 | -23 | 26 | -5
Cc1ccc(-c2cc[n+](Cc3ccccc3)cc2)cc1 | -10 | 3 | -0.4 | 23 | 3 | -1 | -8 | -5 | -23 | -2
N/C(CCS(=O)(=O)c1ccc(Cl)cc1)=N\OC(=O)c1ccccc1Cl | 6 | -5 | 1.5 | -3 | 7 | -5 | -5 | -3 | 3 | 1
O=C(COC(=O)CC1Sc2ccccc2NC1=O)NCc1ccccc1 (stereo not drawn) | -9 | 4 | -0.7 | 3 | -10 | -1 | -11 | -8 | -3 | -2
COc1cccc2cc(C(=O)CS(=O)(=O)c3ccc(C)cc3)c(=O)oc12 | -9 | 10 | 0.2 | 6 | 7 | 11 | -15 | -2 | -6 | -2
CC(NS(=O)(=O)c1ccccc1)C(=O)Nc1ccc2c(c1)OCCO2 (stereo not drawn) | -8 | 1 | 0.1 | 5 | 13 | 0 | -4 | -3 | -5 | -6
O=C(c1ccc(Cl)cc1)N1CCN(c2cccc3[nH]ccc23)CC1 | -4 | -3 | 0.3 | -10 | 32 | 6 | 7 | -7 | 10 | -5
COc1ccccc1OCCNC(=O)C1CC(=O)N(Cc2ccc(C)cc2)C1 (stereo not drawn) | -3 | 0 | -0.1 | 7 | 2 | 0 | 10 | -4 | -7 | -3
COc1cc(S(=O)(=O)Nc2ccccn2)ccc1F | -17 | 0 | 1.2 | 20 | -10 | -9 | -8 | -12 | -20 | 4
O=C(N/N=C/c1ccsc1)c1ccc2c(c1)OCO2 | -3 | 0 | -1.1 | 19 | -3 | 3 | 0 | -4 | -19 | -4
O=C(c1ccccc1)N1CN2CN(C(=O)c3ccccc3)CC([N+](=O)[O-])(C2)C1 | -11 | -1 | 3.1 | 17 | 8 | -1 | -6 | 11 | -17 | 2
CCOc1ccc(-c2c(C(=O)N/N=C/c3cccs3)nnn2-c2nonc2N)cc1 | 5 | 2 | -0.3 | -81 | 61* | 0 | -9 | -6 | 81* | -4
CN1C(=O)C(=O)N(CC(=O)N2CCc3ccccc32)C1=O | 5 | -4 | 1.8 | 16 | 12 | 2 | 1 | -1 | -16 | -5
CC(COc1ccccc1)OC(=O)Nc1ccccc1 (stereo not drawn) | -20 | -11 | -3.0 | -24 | -4 | -5 | 1 | 3 | 24 | -3
O=C(O)/C(=C\c1cccs1)Sc1nnc(-c2ccc(F)cc2)o1 | 6 | -3 | 0.0 | 18 | -2 | -1 | 4 | -4 | -18 | -2
C=CCNC(=O)CSc1nc2sc(C)c(C)c2c(=O)[nH]1 | 7 | -4 | -0.4 | 10 | 16 | . | -2 | -6 | -10 | -1
CCn1c(Oc2ccccc2F)nc2c1c(=O)n(C)c(=O)n2C | 9 | -3 | -2.6 | -11 | 17 | -1 | 5 | -4 | 11 | -10
Cn1c(=O)c2c(ncn2CC(=O)N2CCN(C(=O)c3ccco3)CC2)n(C)c1=O | -20 | 1 | -1.4 | 32 | -9 | 9 | -6 | -2 | -32 | -3
CCc1ccccc1OCc1nnc(N)s1 | -21 | -2 | 0.9 | -15 | 7 | -2 | 8 | -3 | 15 | -3
Cc1cccc(OCCOCCN2CCOCC2)c1C | -2 | 0 | 1.1 | 18 | 4 | -3 | 0 | 9 | -18 | 0
COc1ccc(C2C(C(=O)c3ccc(C)o3)=C(O)C(=O)N2c2cc(C)on2)cc1OC (stereo not drawn) | -7 | 0 | 3.9 | 11 | 4 | -1 | -1 | -5 | -11 | 3
CCC(=O)Nc1ccc(OCC2CCCO2)cc1 (stereo not drawn) | -2 | 0 | 0.5 | 11 | 42 | 0 | -4 | 0 | -11 | -1
On1nnc2ccccc21 | -15 | 0 | -0.6 | -2 | 6 | -2 | -8 | 4 | 2 | -5
Cn1nccc1NC(=O)Nc1ccc(OC(F)(F)F)cc1 | 0 | . | 0.2 | -19 | 25 | -3 | . | . | 19 | 1
COc1ccc(S(=O)(=O)Nc2ccccc2)cc1OC | -10 | -5 | -0.1 | -7 | 2 | 13 | 4 | -7 | 7 | -6
CCOC(=O)c1cc(-c2ccc(OC)cc2OC)nn1-c1ccc(C(=O)O)cc1 | -6 | 2 | -0.3 | 12 | -16 | -2 | -4 | 5 | -12 | -2
CCOc1ccc(-n2c(=O)c3c4c(sc3n(CC(=O)NCCCOC)c2=O)CCCCC4)cc1 | -11 | -1 | -1.0 | 10 | 7 | 7 | -7 | -1 | -10 | -1
Cc1ccc(S(=O)(=O)N2CCOCC2)cc1C(=O)Nc1ccccc1F | -13 | 2 | 1.5 | 4 | -14 | 0 | -7 | -8 | -4 | 6
CCc1ccc(-c2nc(CS(=O)CC(=O)NCCc3ccccc3)c(C)o2)cc1 (stereo not drawn) | -7 | 0 | 2.2 | -14 | -9 | -3 | -4 | 4 | 14 | 1
C=CCN(c1ccccc1OC)S(=O)(=O)c1cccc(C(=O)NC2=NCCS2)c1 | -14 | -1 | 0.3 | -5 | -6 | -1 | -2 | -1 | 5 | -4
CCOCCCNC(=O)C1CCN(S(=O)(=O)N(CC(C)C)CC(C)C)CC1 | -2 | -1 | 0.1 | -19 | -5 | 0 | -3 | -4 | 19 | 0
Cc1cc(=O)cc(C)n1-c1ccccc1N | -10 | 0 | -0.8 | 31 | -10 | -2 | -2 | 2 | -31 | -1
COc1ccc(S(=O)(=O)Nc2cccc(NC(C)=O)c2)cc1 | 13 | -1 | -0.3 | 7 | 5 | -1 | -13 | -2 | -7 | -2
Cc1ccc(S(=O)(=O)NC(=O)c2cccc(C)c2)cc1 | -16 | 1 | 1.1 | 7 | 3 | -3 | 4 | 10 | -7 | -3
CCOc1ccc(NC(=O)CCCCCN2C(=O)[C@@H]3Cc4ccccc4CN3C2=O)cc1 | -9 | -1 | 0.4 | -31 | 6 | 2 | -1 | 3 | 31 | 0
Cn1ncc([N+](=O)[O-])c1C(=O)Nc1ccc2c(c1)OCCO2 | 16 | -1 | 1.8 | 29 | -4 | 1 | 0 | -4 | -29 | 2
O=C(NCCO)c1scc2c1OCCO2 | 1 | 3 | 0.2 | 16 | 8 | 2 | -3 | -5 | -16 | -1
C[C@H](NC(=O)OCc1ccccc1)c1nnc([C@H](Cc2ccccc2)NC(=O)OC(C)(C)C)o1 | -12 | -2 | 1.0 | -19 | -1 | . | -3 | -2 | 19 | 3
CC(=O)Nc1ccc(-c2ccc(NC(C)=O)c(O)c2)cc1O | -7 | 1 | 0.6 | -8 | 6 | 1 | -2 | -2 | 8 | 1
CC1CCCC(C)N1C(=S)NCc1ccco1 (stereo not drawn) | -12 | -1 | 0.0 | -14 | -13 | 16 | 1 | -7 | 14 | -5
O=C(C1=C[C@@H](C2CC2)C[C@@H](OCCCCO)O1)N1CCN(Cc2ccccc2)CC1 | -1 | 1 | -1.1 | 13 | -4 | . | -1 | -6 | -13 | 1
COc1ccc(CNC(=O)CCNS(=O)(=O)c2ccc(NC(C)=O)cc2)cc1OC | -9 | -2 | -1.7 | 18 | -8 | 7 | -14 | -2 | -18 | -6
